Myeloid diff 2: promotes myeloid progenitor differentiation | calls only at 10 µM | AID 624256 | ER-HoxA9 myeloid progenitors, lysozyme-GFP differentiation, flow cytometry | 360,000 tested, 1% active;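 active = normalized GFP-positive differentiation at or above the plate's own cutoff, the solvent-only control mean plus 3 SD; inconclusive = no clear call, values can overlap the other calls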;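 note: cells exposed to compound for four days before flow analysis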
AID2073: inhibitors of Mint1-CaV2.2 protein interaction, biochemical, HTRF (AID 2073); HTRF protein-protein interaction, Mint1-CaV2.2; higher % means a stronger effect; one-dose inhibition, % at 20 µM; IC50 in µM for titrated hits; 290,000 tested, 0.19% active; in the data active = inhibition mostly above about 51%, no sharp cut-off; inconclusive = no clear call, values can overlap the other calls; inactive = mostly below about 53%; note: some results filed as inactive read as strong as hits
XIAP antagonists: small molecules displacing peptide from XIAP – biochemical, IAP family, fluorescence polarization (AID 1018). XIAP BIR domain, fluorescence polarization peptide displacement; higher % means a stronger effect. one-dose displacement, % at 20 µM; IC50 in µM for titrated hits. 200,000 tested, 0.007% active; in the data active = displacement above about 50%; note: a part of the inactive calls stands beside numbers as strong as those of hits
LYP inhibition: PTPN22 lymphoid phosphatase activity blockers – biochemical, fluorescence intensity, uHTS (AID 1779) | recombinant LYP phosphatase, fluorescence intensity; higher % means a stronger effect | one-dose inhibition, % at 11.5 µM; IC50 in µM for titrated hits | 290,000 tested, 0.054% active;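 note: plate controls were vehicle with enzyme for no effect and no enzyme for full effect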
HIV peptide binding: cell-free HIV fusion peptide-binding blockers – biochemical, uHTS, fluorescence dequenching, primary screen (AID 1986). inhibition, % at 20 µM; hits with a dose series show IC50 in µM. cell-free peptide binding, fluorescence dequenching, 30 min; higher % means a stronger effect. 290,000 tested, 0.3% active; in the data active = inhibition mostly above about 52%, no sharp cut-off; inactive = mostly below about 76%; note: some results filed as inactive read as strong as hits
NOD2 inhibition: NOD2 signaling inhibitors, cell-based, luminescence, uHTS, HEK293 (AID 1566). HEK293 NOD2/NF-kB luciferase reporter, luminescence; higher % means a stronger effect. one-dose inhibition, % at 4 µM; EC50 in µM for titrated hits. 290,000 tested, 0.63% active; note: many of its hits are not listed in these tables
Siah-1 displacement: blockers of Siah-1 interaction with plectin peptide – biochemical, fluorescence polarization, rhodamine-plectin, uHTS, primary screen (AID 1817) | Siah-1 / rhodamine-plectin peptide fluorescence polarization; higher % means a stronger effect | displacement, % at 20 µM; hits with a dose series show IC50 in µM | 290,000 tested, 0.02% active;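 active = displacement of at least 50% at 20 µM, with a fluorescence ratio check between 0.3 and a set limit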;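 note: plate controls were Siah plus tracer with DMSO for no effect and tracer alone without Siah for full effect; strong numbers were not always called active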
Lipid droplet: hepatic lipid droplet formation modulation; AML12 mouse hepatocytes, oleate lipid droplets, BODIPY imaging; inhibition, % at 6.5 µM; 240,000 tested, 0.4% active; AID 1656;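 active = lipid droplet intensity inhibited by at least 50%, with more than 500 cells counted; inconclusive = wells with under 300 cells, treated as cytotoxic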
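Assay system: AML12 hepatocytes (mouse) / Also added: 100 µM oleic acid challenge / Times: overnight treatment with compound plus oleate / Detection: high-content imaging of BODIPY-stained droplets and DAPI nuclei / Evaluation: % inhibition of lipid droplet signal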
Dengue-2 NS5 capping: Dengue-2 NS5 methyltransferase inhibitors, primary screen, biochemical, confirmation dose response (AID 588689) | Dengue-2 NS5 methyltransferase capping enzyme assay, biochemical; higher % means a stronger effect | one-dose inhibition, % at 25 µM; IC50 in µM for titrated hits | 340,000 tested, 0.3% active; in the data active = a potency from the dose series; inconclusive = inhibition above about 29% without an active follow-up result
Lipid droplet cells 6.5 µM: second read-out of Lipid droplet, no call of its own (marks repeat the call); cell count; measured here: cell count, cytotoxicity flag;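 cells counted across two imaged fields per well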
Dengue-2 NS5 capping pilot replicate: also measured in Dengue-2 NS5 capping; calls as there; inhibition, %; measured here: pilot screen replicate inhibition
Myeloid diff 2 GFP+ MAC1+ %: second read-out of Myeloid diff 2, no call of its own (marks repeat the call); GFP+ MAC1+ double positive, %; measured here: differentiation confirmed by MAC1 staining
* = called active by the depositor; i = inactive; ? = inconclusive; nt = not tested or not shown; + = active, no number. Cut-off read from the data, not from the text of the source, unless noted: active = inhibition above about 50%; inactive = the rest.

SMILES	Myeloid diff 2	Myeloid diff 2 GFP+ MAC1+ %	AID2073	XIAP antagonists	LYP inhibition	HIV peptide binding	NOD2 inhibition	Siah-1 displacement	Lipid droplet	Lipid droplet cells 6.5 µM	Dengue-2 NS5 capping	others
COC(=O)Cc1ccc(NC(=S)NCc2ccccc2OC)cc1	i	0.6	-2%	-0.4%	-1%	1.6%	9%	9%	-4	688	-11%
COc1ccc2cc3cc(C(=O)NCc4ccc5c(c4)OCO5)oc3nc2c1	i	0.5	29%	-5.3%	1%	-2.0%	-7%	2%	nt	nt	-6%
COc1ccc(N=C2SC(C(N)=O)CC(=O)N2Cc2ccc3c(c2)OCO3)cc1 (configuration not stated)	i	1.3	6%	nt	-3%	-2.5%	-4%	8%	-10	591	-2%
COc1cccc(NS(=O)(=O)c2ccc3c(c2)NC(=O)CC(=O)N3)c1	i	4.0	7%	nt	-10%	-1.4%	8%	2%	1	688	-11%
C=CCc1c(C)nc(C)nc1N/N=C/c1ccc(N(C)C)cc1	?	nt	-6%	-4.9%	2%	0.6%	6%	0%	13	795	-16%
CCOC(=O)N1CCN(S(=O)(=O)c2cc(Br)cnc2N)CC1	i	0.7	3%	-1.9%	-8%	1.1%	15%	4%	nt	nt	7%
CN(C)c1nc2ccc(OCCN3CCCCC3)cc2s1	i	0.2	14%	-0.3%	-7%	5.4%	-2%	3%	nt	nt	-1%	Dengue-2 NS5 capping pilot replicate=-0.1
CCC(=O)N1N=C(c2ccccc2)CC1c1ccccc1 (configuration not stated)	i	0.6	8%	nt	-5%	3.5%	17%	10%	5	832	9%
C/C(=N\NC(=O)c1ccc(C)cc1)C1C(=O)c2ccccc2C1=O	i	0.3	1%	-3.9%	3%	4.4%	-16%	-2%	10	716	0%
CNC(=S)N1CCn2cccc2C1c1cc(OC)c(OC)c(OC)c1 (configuration not stated)	i	0.8	-10%	-3.7%	-6%	0.4%	16%	4%	5	682	-5%
Cc1nn(-c2cccc(C(F)(F)F)c2)c(=O)c2noc(C)c12	i	0.5	-14%	nt	-4%	1.5%	13%	1%	15	698	-1%
COc1cc(CN=Cc2c(O)n(Cc3ccccc3)c(=S)[nH]c2=O)cc(OC)c1	i	0.7	3%	nt	4%	-0.6%	2%	-2%	20	724	11%
CC(OC(=O)c1ccc(NS(=O)(=O)c2cccs2)cc1)C(=O)N(C)C1CCCCC1 (configuration not stated)	i	0.6	0%	-2.6%	0%	2.0%	6%	3%	-1	614	-6%
COc1cccc(OC)c1C(=O)Nc1sc2c(c1C#N)CCC2	i	0.4	15%	nt	-2%	-0.7%	-6%	2%	1	814	1%
CC(C)C1(C)C(=O)N=C2c3ccccc3C(=O)N21 (configuration not stated)	i	1.1	-5%	-0.4%	-11%	-0.3%	15%	-3%	0	759	-7%
CCOC(=O)c1sc2ncn(/N=C/N(C)C)c(=O)c2c1C	i	1.5	22%	-0.2%	0%	2.9%	-1%	6%	-7	673	-1%
O=C(Nc1cc(C(F)(F)F)ccc1-n1cncn1)c1ccc(Br)cc1	i	0.7	15%	-7.1%	-6%	-1.7%	26%	-5%	nt	nt	5%	Dengue-2 NS5 capping pilot replicate=0.9
O=C(O)CCCn1cc(NC(=O)COc2cccc(Cl)c2)cn1	i	3.4	13%	nt	-10%	1.1%	2%	-3%	3	831	-3%
Cc1cc2nc(/N=C(\N)NC(=O)C(C)C)nc(C)c2cc1C	i	1.5	-2%	nt	-1%	0.7%	16%	11%	4	661	-8%
O=C(Nc1ccc(Cl)cc1)C1CC=CCC1C(=O)OCC(F)(F)C(F)F (configuration not stated)	i	1.2	4%	-7.5%	1%	0.1%	4%	-4%	-9	635	0%
COc1ccc(C(=O)N/C(N)=N/c2nc3ccccc3o2)cc1	i	1.0	4%	-6.5%	2%	2.5%	-20%	11%	nt	nt	2%
O=C(NC1CCCCCCC1)NC1CCCCC1	i	1.1	-2%	-2.1%	-3%	-0.8%	-52%	1%	nt	nt	-6%
COc1ccc2nc(Cl)c(/C=N/Nc3ccccn3)cc2c1	i	0.5	26%	-5.2%	-9%	-0.5%	-103%	-5%	5	697	3%
COc1ccc(CNC(=O)C(C)OC(=O)CN2C(=O)COc3ccccc32)cc1 (configuration not stated)	i	0.4	-4%	nt	-5%	-1.0%	-1%	12%	-23	561	-3%
Cc1ccc2c(c1)c(N=NC(N)=O)c(O)n2C	i	0.0	0%	-3.9%	-3%	0.0%	-5%	8%	1	618	nt
CCCCc1ccc(NC(=O)COCC)cc1	i	1.1	-6%	-0.4%	4%	-2.7%	-25%	4%	-5	718	-1%
O=C(COc1ccccc1)N(Cc1cccs1)C1CCS(=O)(=O)C1 (configuration not stated)	i	0.1	-8%	nt	-5%	0.7%	-6%	0%	-1	703	9%
O=C(N=Nc1c(O)[nH]c2ccccc12)c1cc(-c2ccc(F)cc2)n[nH]1	i	0.3	45%	-9.9%	-6%	-3.1%	-41%	8%	-2	672	1%
O=C(O)c1c(N2CCCCC2)ccc([N+](=O)[O-])c1N1CCCCC1	i	0.6	7%	nt	-2%	-1.6%	12%	2%	5	653	13%
CCOC(=O)Nc1c2ccccc2nc2ccccc12	i	0.2	2%	nt	-11%	-1.7%	27%	-2%	-3	764	-1%
Cc1ccc(NC(=O)CN2CCCCCC2)cc1[N+](=O)[O-]	i	0.7	4%	-9.2%	-7%	0.9%	-21%	-2%	6	676	-1%
O=C(NCC(=O)N(c1cccnc1)C(C(=O)NC1CCCCC1)c1cccnc1)c1ccco1 (configuration not stated)	i	4.1	0%	-2.2%	0%	2.2%	0%	-4%	-2	716	-4%
Cc1ncc(CO)c2c1Oc1nc(-c3ccccc3)nc(SCC(=O)N3CCOCC3)c1C2	i	0.7	-7%	nt	-4%	2.3%	26%	6%	-4	628	-6%
CC(=O)N1CCN(C(=O)CC2OC(=O)c3ccccc32)CC1 (configuration not stated)	i	0.4	-24%	-1.0%	-6%	-2.5%	8%	2%	nt	nt	-4%
COc1ccc2c(c1)c(=O)c(C(=O)c1ccccc1)cn2Cc1ccccc1	i	4.6	1%	-6.9%	2%	-0.6%	-3%	-7%	-7	748	1%
CCOC(=O)Cn1cc(C=O)c2ccccc21	i	1.9	-5%	-3.7%	-4%	0.8%	6%	2%	4	740	-2%
Cc1ccccc1NC(=O)CC1c2ccccc2CC(C)(C)N1C (configuration not stated)	i	1.4	-15%	-4.3%	-2%	2.7%	14%	2%	-4	659	5%
CCCn1c(N)c(C(=O)CSc2nnc(-c3cccnc3)n2-c2ccc(C)cc2C)c(=O)[nH]c1=O	i	0.5	-6%	-1.6%	-10%	-0.3%	5%	8%	-4	570	15%
CCCc1ccc(OC(=O)c2cccs2)cc1	i	6.1	3%	-6.8%	-1%	1.6%	-9%	-4%	-47	795	9%
COc1ccccc1-n1cnnc1SCC(=O)Nc1nc(C)c(Cl)cc1Cl	i	0.7	1%	-8.3%	-4%	-2.5%	6%	-2%	4	695	-2%
COc1ccc([N+](=O)[O-])c(S(=O)(=O)c2ccc(Cl)cc2)n1	i	0.2	-13%	nt	-3%	-0.6%	60%*	15%	-16	573	-57%
COc1cc(N2CCCC2)c(OC)cc1/C=C(/C#N)c1ccc(Br)cc1	+	13*	3%	-30%	1%	-0.2%	17%	0%	2	771	-51%
O=C(Oc1ccccc1C(=O)N1CCOCC1)c1ccc(F)cc1	i	0.4	5%	nt	-9%	1.4%	28%	12%	-13	761	2%
CC1CCN(Cc2nc(-c3ccc(Cl)cc3)no2)CC1	i	0.6	-11%	nt	-5%	-1.8%	-17%	-6%	-5	752	-2%
Cc1ccsc1/C=N/N1CCOCC1	i	0.2	4%	-3.5%	0%	0.8%	1%	8%	19	686	-3%
CCOC(=O)C1CCN(S(=O)(=O)c2ccc(C)cc2)CC1	i	0.6	1%	-2.4%	-8%	2.0%	8%	2%	-3	749	-8%
CCOc1ccccc1NC(=O)Cn1nnc(C(=O)Nc2ccc(C)cc2)c1N	i	1.4	4%	-0.4%	0%	2.1%	-3%	0%	6	726	-2%
O=C(OCC1OC2OC3(CCCCC3)OC2C2OC3(CCCCC3)OC12)c1ccccc1 (configuration not stated)	i	0.6	0%	-9.1%	-1%	0.9%	26%	2%	-4	622	0%
O=C(CSc1n[nH]c(-c2ccccc2Br)n1)NCCN1C(=O)CSC1=O	i	0.2	-1%	-7.7%	-5%	3.5%	21%	-1%	-2	597	-4%
CC(=O)CSc1ncnc2scc(-c3ccc(F)cc3)c12	i	0.4	0%	-2.1%	-3%	-0.4%	4%	15%	12	722	-5%
CCC(=O)NC(=Nc1nc2ccccc2s1)NC(=O)CC	i	0.9	5%	-8.3%	2%	1.2%	-138%	2%	24	691	10%
CCOC(=O)c1ccc(N(CC(=O)NC2CCCC2)C(=O)CNC(=O)c2ccco2)cc1	i	1.1	1%	-7.4%	0%	1.3%	-5%	1%	14	677	-1%
Cc1ccc(S(=O)(=O)N2CCCC(c3nc4c(nnn4Cc4ccc5c(c4)OCCO5)c(=O)[nH]3)C2)cc1 (configuration not stated)	i	0.7	-2%	nt	-7%	2.1%	12%	4%	-14	691	3%
O=C1C2CC=CCC2C(=O)N1c1ccc(NCCc2ccccc2)c([N+](=O)[O-])c1 (configuration not stated)	i	0.2	7%	-3.5%	-1%	1.8%	4%	7%	-2	525	-7%
CCCCn1nnnc1SCC(=O)Nc1ccc(C)cc1	i	0.7	-4%	-2.5%	-8%	-0.9%	2%	1%	nt	nt	-1%
CC(C)NC(=O)c1ccc2c(c1)nnn2C	i	0.3	-4%	-0.5%	0%	0.8%	8%	6%	8	646	-1%
C=C(C)COc1ccc2c(C)c(C)c(=O)oc2c1OCC(=C)C	i	0.6	11%	-3.1%	-4%	-2.3%	19%	-1%	-2	741	-5%

In the list so far, these contain a furan ring, fused or not:
SMILES	Myeloid diff 2	Myeloid diff 2 GFP+ MAC1+ %	AID2073	XIAP antagonists	LYP inhibition	HIV peptide binding	NOD2 inhibition	Siah-1 displacement	Lipid droplet	Lipid droplet cells 6.5 µM	Dengue-2 NS5 capping	others
COc1ccc2cc3cc(C(=O)NCc4ccc5c(c4)OCO5)oc3nc2c1	i	0.5	29%	-5.3%	1%	-2.0%	-7%	2%	nt	nt	-6%
O=C(NCC(=O)N(c1cccnc1)C(C(=O)NC1CCCCC1)c1cccnc1)c1ccco1 (configuration not stated)	i	4.1	0%	-2.2%	0%	2.2%	0%	-4%	-2	716	-4%
CCOC(=O)c1ccc(N(CC(=O)NC2CCCC2)C(=O)CNC(=O)c2ccco2)cc1	i	1.1	1%	-7.4%	0%	1.3%	-5%	1%	14	677	-1%

Screening results: PubChem BioAssay, several laboratories

The list is partial (hit frequency here may not be typical).
